S1P3 antag = S1P3 receptor antagonists, primary screen, cell-based | Sphingosine 1-phosphate receptor 3 (Homo sapiens), Q99500 | CHO S1P3 NFAT-BLA reporter, FRET fluorescence, antagonist mode | inhibition, % at 4.98 µM | 170,000 compounds, 0.27% hits;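 active means inhibition above the plate cutoff, the mean inhibition of test wells on that plate plus 3 SD, cut at about 28% in these data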;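 further: cells challenged with S1P at its EC80 of 0.8 µM; blue over green emission ratio from cleaved BLA substrate after 4 h stimulation; 0% = S1P-stimulated wells and 100% = unstimulated DMSO-only wells; some compounds past the cut are filed as inactive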
Target sequence (Q99500 whole entry, looked up): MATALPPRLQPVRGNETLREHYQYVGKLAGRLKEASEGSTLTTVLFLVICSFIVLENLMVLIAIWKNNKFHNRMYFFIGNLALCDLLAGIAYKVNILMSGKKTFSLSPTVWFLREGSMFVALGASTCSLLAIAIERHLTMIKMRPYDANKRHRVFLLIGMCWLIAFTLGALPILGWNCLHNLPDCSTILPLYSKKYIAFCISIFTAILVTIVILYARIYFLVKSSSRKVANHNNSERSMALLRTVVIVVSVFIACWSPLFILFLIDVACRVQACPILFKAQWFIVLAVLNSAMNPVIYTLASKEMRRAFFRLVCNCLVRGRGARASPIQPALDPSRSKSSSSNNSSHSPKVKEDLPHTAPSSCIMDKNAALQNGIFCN
PMI activator = activators of human PMI, primary screen, biochemical, fluorescence intensity, near-Km mannose 6-phosphate. activation factor at 20 µM. purified human PMI, coupled resazurin fluorescence, 20 min; stronger effect = higher value; 1 = vehicle control, 0 substrate-free wells. AID 1214, 2008. Mannose-6-phosphate isomerase (Homo sapiens), P34949. 190,000 compounds, 0.005% hits;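 active means activation factor of 2 or more at 20 µM, relative to plate controls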
Target sequence (P34949 whole entry, looked up): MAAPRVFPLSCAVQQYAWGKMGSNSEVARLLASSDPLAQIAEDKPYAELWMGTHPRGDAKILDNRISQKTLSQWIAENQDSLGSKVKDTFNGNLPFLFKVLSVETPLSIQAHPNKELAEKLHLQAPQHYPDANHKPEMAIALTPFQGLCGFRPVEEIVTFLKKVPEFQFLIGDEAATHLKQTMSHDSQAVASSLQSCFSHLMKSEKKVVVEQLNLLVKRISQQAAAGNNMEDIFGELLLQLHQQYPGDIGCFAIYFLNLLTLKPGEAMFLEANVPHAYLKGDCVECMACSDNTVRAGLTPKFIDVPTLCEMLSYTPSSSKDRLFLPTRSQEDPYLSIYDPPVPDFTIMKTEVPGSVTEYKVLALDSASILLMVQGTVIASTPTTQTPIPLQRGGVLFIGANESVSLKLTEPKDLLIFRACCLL
G6PDH counter = L. mesenteroides G6PDH inhibitors, counter-screen for G6PDH-coupled screening assays, biochemical, Leuconostoc mesenteroides enzyme. glucose-6-phosphate dehydrogenase [Leuconostoc mesenteroides]. Purified L. mesenteroides G6PDH, diaphorase/resazurin coupled fluorescence, 45 min. inhibition, % at 5 µM. 200,000 compounds, 0.12% hits
TLR4 MyD88 comp = inhibitors of TLR4-MyD88 association in cells, primary screen, cell-based, HeLa CL3-4, BLA complementation, FRET ratio | Toll-like receptor 4 (Homo sapiens) + Myeloid differentiation primary response protein … | HeLa CL3-4 TLR4/MyD88 BLA complementation | inhibition, % at 8.4 µM | 200,000 compounds, 0.18% hits | AID 861, 2007; in the data active means inhibition above about 25%;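 further: 0% = vehicle and 100% = reference inhibitor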
Diaph inh CS = diaphorase inhibitors and chemical oxidizers, primary screen, counter-screen for diaphorase-coupled primary assays, biochemical, uHTS, resorufin fluorescence | AID 1217, 2008 | 190,000 compounds, 0.69% hits | diaphorase resazurin-to-resorufin fluorescence, NADH, 16 min; bacterial (C. kluyveri) enzyme, not human | inhibition, % at 20 µM;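 active means primary screen inhibition at 20 µM above a set limit, cut at about 50% in these data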;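 further: plate controls were DMSO with full reaction for no effect and wells lacking NADH for full effect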
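material = Clostridium kluyveri diaphorase enzyme | amount = 0.14 U/mL diaphorase, enzyme working solution | schedule = incubation 16 min, room temperature | detection = fluorescence of resorufin formed from resazurin, Ex 544/Em 590 nm | benchmarks = positive control minus NADH, DMSO neutral control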
PMI act hi M6P = human PMI activators, high substrate, primary screen, biochemical, fluorescence intensity, near-saturating mannose 6-phosphate | activation factor at 20 µM | coupled PMI enzyme assay, resazurin fluorescence, 20 min; stronger effect = higher value; 1 = untreated enzyme, 0 = substrate-free blank | 190,000 compounds, 0.34% hits;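 active means activation factor of 2 or more at 20 µM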
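Test system – human PMI in coupled enzyme assay · Timing – 20 min incubation at room temperature · Detection – Diaphorase-driven resazurin-to-resorufin fluorescence, excitation 544, emission 590 nm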
Diaph act CS = compounds boosting diaphorase resazurin reduction – biochemical, uHTS, resorufin fluorescence, counter-screen for diaphorase-coupled primary assays, primary screen | Diaphorase/resazurin coupled assay, 16 min; stronger effect = higher value; 1 = vehicle wells, 0 = NADH-free wells | activation factor at 20 µM | 190,000 compounds, 0.005% hits;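 active means diaphorase activity raised at least twofold by the compound at 20 µM; inactive means activation factor below 2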
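Measured by – red resorufin fluorescence at 544/590 nm excitation/emission · Test system – Clostridium kluyveri diaphorase, purified enzyme · Incubation – reaction time 16 min, room temperature · Buffer or medium – 50 mM HEPES pH 7.4 with 4.542 mM MgCl2, 0.005% Tween 20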
Redox H2O2 prof = compounds producing H2O2 with reducing agent – biochemical, NIH compound library profiling, artefact control for MLSCN library redox annotation, primary screen | DTT-dependent redox cycling H2O2, phenol red/HRP absorbance; 100% = 100 µM peroxide control, 0% = buffer | 200,000 compounds, 0.03% hits | activation, % at 10 µM | AID 878, 2007;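 active means activation of at least 50% relative to the plate's high and low controls in the primary single-dose screen; inactive means activation below 50%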;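 further: compound incubated with DTT at 0.8 mM final as the reducing agent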
Lmaj promast = Leishmania major promastigote growth inhibition, primary screen; Leishmania major promastigotes, resazurin fluorescence viability; inhibition, % at 10 µM; 200,000 compounds, 9% hits; AID 1063, 2008;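 further: promastigotes grown with compound for 44 hours at 28 °C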
Hsp70 activator = Hsp70 transcriptional activators, primary screen, cell-based, HeLa, Hsp70 promoter luciferase, luminescence, 10 µM; HeLa Hsp70 promoter luciferase reporter; scaled: vehicle 0, proteasome-inhibitor control 100%; activation, % at 10 µM; 200,000 compounds, 0.04% hits;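 active means activation above the mean across all tested compounds plus 3 SD, cutoff set per campaign, cut at about 5.5% in these data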;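 further: 100% = MG132 at 30 µM as the positive control and 0% = DMSO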
RAM network inh = inhibitors of the yeast RAM network, primary screen, dse1pr::URA3 reporter, 5-FOA selection | inhibition, % at 50 µM | 190,000 compounds, 1.8% hits | AID 868, 2007 | S. cerevisiae dse1pr::URA3 reporter, 5-FOA growth OD615, 2 d; analog-sensitive cbk1-as2 kinase mutant strain;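 active means inhibition above a set limit, 3 SD over mean compound inhibition, cut at about 8.4% in these data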;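 further: 0% = DMSO-only wells with no growth and 100% = 10 µM 1-NA-PP1 full growth; inhibition rescues growth on 5-FOA so higher OD means more RAM inhibition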
* = called active by the depositor; . = no result given. Unless noted, no stated cut-off is given here; in the data, active means inhibition above about 50%; inactive means the rest. Compounds were not picked by outcome. Share with any hit: about 12%.

Each structure is followed by: S1P3 antag	PMI activator	G6PDH counter	TLR4 MyD88 comp	Diaph inh CS	PMI act hi M6P	Diaph act CS	Redox H2O2 prof	Lmaj promast	Hsp70 activator	RAM network inh
CN(C)c1ccnc(Oc2ccccc2)c1C#N
→ .	0.9	7	4	11	1	0.9	1.8	-2	-0.4	2.7
O=C(CC1C(=O)NCCN1C(=S)Nc1ccccc1)Nc1ccc(F)cc1 (stereo not drawn)
→ -5	0.9	28	4	-2	1	1	0.2	-6	-0.4	0.5
CCCn1c(SCC(=O)N2CCCC2)nc2c1c(=O)n(C)c(=O)n2C
→ -52	0.9	14	2	15	0.9	0.8	-1.4	12	-0.1	0.4
Cc1ccc(CNc2nc3ccccc3s2)s1
→ 0	0.9	3	5	4	1	1	0.8	1	-0.4	0.2
N#Cc1cnc2ncnn2c1-c1ccccc1
→ -5	1.2	-4	-4	5	1.1	1	-0.8	35	-0.3	0.5
O=C(O)CSC1=NC(=Nc2cccc(Cl)c2)C2(CCCCC2)N1c1ccccc1
→ -22	1.1	9	-18	15	1.1	0.8	-0.7	0	-0.4	0.7
Cn1cc(S(=O)(=O)CC(=O)Nc2ccc3c(c2)OCO3)c2ccccc21
→ .	0.9	24	7	16	0.7	0.8	3.1	18	-0.1	-0.1
O=C(CN1CCCc2ccccc21)NCc1ccc2c(c1)OCO2
→ 16	1	2	12	13	1	0.9	0.2	0	0.1	1.9
Cc1ccccc1Cn1nc(C)c(NC(=O)c2cc3nc(-c4ccco4)cc(C(F)(F)F)n3n2)c1C
→ -1	1	2	3	15	1	0.8	2.6	33	-0.1	2.1
CC(C)c1ccc(-c2cc(C(=O)N3N=C(C(F)F)CC3(O)C(F)F)c3ccccc3n2)cc1 (stereo not drawn)
→ .	0.7	5	-13	26	0.8	0.7	0.1	93*	0.3	4.6
O=C(CCCn1c(=S)[nH]c2ccccc2c1=O)NC1CCCC1
→ 60*	1	-6	7	12	1	0.9	0.2	3	-0.1	2.6
Cc1ccc(-c2nnc(SCC(=O)NNC(=O)COc3cccc4ccccc34)n2C)cc1
→ -1	1	7	-19	7	1.1	0.9	0.3	-5	-0.4	2.9
COc1cccc(N2C(=O)C(CC(=O)Nc3ccccc3)N(C3CCCCC3)C2=O)c1 (stereo not drawn)
→ .	1	1	15	-2	0.9	1	1.1	7	-0.1	-0.4
CCCCn1c(N)c(N(CC)C(=O)C(c2ccccc2)c2ccccc2)c(=O)[nH]c1=O
→ -3	1	2	-4	1	1	1	-0.8	-4	0.1	1.0
COc1ccc(NC(=O)CC2C(=O)N(c3ccc(F)cc3)C(=S)N2NC(=O)c2ccc(Cl)cc2)cc1 (stereo not drawn)
→ -1	1	3	5	4	1	1	0.0	3	-0.4	7.9
CCOC(=O)C1CCCN(Cc2cc(=O)oc3cc(C)c(C(C)C)cc23)C1 (stereo not drawn)
→ -21	0.9	4	16	13	0.9	0.9	-0.8	34	-0.3	2.9
CCn1c(SCC(=O)Nc2ccc3c(c2)OCCO3)nc2c(c1=O)SC(C)C2 (stereo not drawn)
→ -22	0.9	4	-287	21	0.9	0.8	3.5	12	-0.2	1.2
CN(C)CCOc1cc(Cl)cc(Cl)c1
→ -17	0.9	11	-17	9	0.9	0.9	-0.7	-2	-0.4	2.1
O=C(NCc1cccnc1)C(=O)NCC1OCCN1S(=O)(=O)c1ccc(Cl)cc1 (stereo not drawn)
→ -17	1.1	13	-2	7	1.1	0.9	0.8	-4	-0.1	0.3
Cc1ccccc1Cn1nc(C)c(NC(=O)c2noc3c2CCCC3)c1C
→ -15	1	-3	-6	-1	1.1	1	-0.4	-8	-0.1	3.4

An excerpt from further up:
Each structure is followed by: S1P3 antag	PMI activator	G6PDH counter	TLR4 MyD88 comp	Diaph inh CS	PMI act hi M6P	Diaph act CS	Redox H2O2 prof	Lmaj promast	Hsp70 activator	RAM network inh
O=C(NCc1cccnc1)C(=O)NCC1OCCN1S(=O)(=O)c1ccc(Cl)cc1 (stereo not drawn)
→ -17	1.1	13	-2	7	1.1	0.9	0.8	-4	-0.1	0.3
Cc1ccccc1Cn1nc(C)c(NC(=O)c2noc3c2CCCC3)c1C
→ -15	1	-3	-6	-1	1.1	1	-0.4	-8	-0.1	3.4

Only PMI act hi M6P and Diaph act CS (three entries from above):
Compound	PMI act hi M6P	Diaph act CS
Cc1ccc(-c2nnc(SCC(=O)NNC(=O)COc3cccc4ccccc34)n2C)cc1	1.1	0.9
COc1cccc(N2C(=O)C(CC(=O)Nc3ccccc3)N(C3CCCCC3)C2=O)c1 (stereo not drawn)	0.9	1
CCCCn1c(N)c(N(CC)C(=O)C(c2ccccc2)c2ccccc2)c(=O)[nH]c1=O	1	1

(further entries)
Each structure is followed by: S1P3 antag	PMI activator	G6PDH counter	TLR4 MyD88 comp	Diaph inh CS	PMI act hi M6P	Diaph act CS	Redox H2O2 prof	Lmaj promast	Hsp70 activator	RAM network inh
O=C(NCCc1ccccc1)c1cccc(N2C(=O)C3CC=CCC3C2=O)c1 (stereo not drawn)
→ 4	1.3	12	-7	18	1.2	0.8	0.0	-6	-0.2	2.6
O=C(Nc1ccc(Br)c(Cl)c1)C1CC1
→ -19	0.9	-1	0	12	0.9	0.9	0.8	5	-0.2	-0.8
CCOc1ccc(NC(=S)N2CCC(N(C)CC3CCCO3)CC2)cc1 (stereo not drawn)
→ -6	0.9	20	-1	6	0.9	0.9	2.3	96*	-0.2	3.0
CCCCC1CC(CSC(=N)N)OC1=O (stereo not drawn)
→ .	1.2	6	9	-10	1.1	1.1	0.4	-2	-0.2	0.9
Cn1c(-c2sccc2OCc2ccc(Cl)cc2Cl)n[nH]c1=S
→ 4	0.9	1	-8	43	0.9	0.6	-2.6	20	-0.2	6.4
COc1ccc(C(=O)NCc2nnc(SCC(=O)Nc3nc4ccccc4s3)o2)cc1OC
→ -10	1.1	5	-2	10	1.1	0.9	0.0	44	-0.3	1.6
CC(C)CNS(=O)(=O)c1ccc(CCC(=O)NCc2ccco2)cc1
→ 7	1.2	-2	-14	-2	1.2	1	0.1	-2	0.2	2.5
O=[N+]([O-])c1cccc(C(=Nc2cccc(Cl)c2)NO)c1
→ .	0.9	0	-1	11	0.9	0.9	2.0	3	-0.2	-0.3
CCC[N+](CC#Cc1ccccc1)(CCC)CC(=O)OCC
→ 12	1	11	-13	6	1	0.9	-0.1	-7	-0.3	2.7
Cc1cc(C(=O)Nc2ccc(C(=O)O)cc2)c(-c2ccccc2)o1
→ 7	1	2	5	5	1	0.9	14	-1	0.0	6.9
Cc1ccc(NC(=O)CSC2=C(C#N)C(c3ccc4c(c3)OCO4)CC(=O)N2)cc1C (stereo not drawn)
→ .	1	2	9	-2	0.9	1	-3.1	21	-0.2	3.5
CCC(=O)N(CCC(Cc1ccccc1)c1ccco1)Cc1ccco1 (stereo not drawn)
→ 11	0.8	19	3	26	0.8	0.7	0.6	-5	-0.1	0.9
NC(=O)c1cc(N2C(=O)C3CC=CCC3C2=O)ccc1N1CCCCC1 (stereo not drawn)
→ -42	0.9	10	-6	20	0.9	0.8	-0.2	3	0.0	-0.8
CCCn1c(N2CCN(S(=O)(=O)Cc3ccccc3)CC2)nc2ccccc21
→ -3	1	1	11	-2	1.1	1	0.1	37	-0.1	1.7
Cc1ccc(S(=O)(=O)N2CCN(c3ccc(C(F)(F)F)cc3[N+](=O)[O-])CC2)cc1
→ 8	0.9	-7	-1	1	1	1	1.2	6	-0.4	2.7
CC(C)[C@H](NS(=O)(=O)c1ccc2c(c1)OCCO2)C(=O)OCC(=O)Nc1ccccc1
→ 0	0.9	-14	-4	10	1.1	0.9	-0.3	49	-0.2	-0.1
CCN(CC)c1ccc(C(=O)Nc2cccc(F)c2)cc1
→ 32	0.9	-5	14	13	0.9	0.9	3.4	8	0.5	0.0
Cc1ccc(NC(=O)CCCCCCCCCCC2COCCO2)c(C)c1 (stereo not drawn)
→ -16	0.9	-4	-5	0	1.1	1	-0.1	-4	-0.1	0.7
CC(C)(C)NC(=O)CN(C(=O)CS(=O)CC(=O)Nc1ccc(F)cc1)c1ccccc1F (stereo not drawn)
→ 1	0.9	9	-1	20	0.9	0.8	8.2	-7	0.1	3.4
COCCn1c(C2CCCCC2)nc2sc3ccccc3c(=O)c2c1=O
→ -4	1	-1	-3	16	1	0.8	-0.4	21	-0.3	2.3
CCC(=O)N(Cc1ccco1)Cc1cc2cccc(C)c2n2nnnc12
→ 0	1.1	-3	-10	0	1.1	1	-1.9	0	0.1	1.9
CCOc1ccccc1CNc1ccc(O)cc1
→ -5	0.6	17	-19	45	0.4	0.6	-0.5	22	0.0	0.3
CCN1CCN(CCOc2ccc(Cl)cc2)CC1
→ -2	1	10	2	-5	1.1	1.1	0.1	78*	-0.2	1.4
Cc1ccc(/C=N/NC(=O)Cn2nc(C)c(Br)c2C)o1
→ .	1.1	3	6	4	1	1	0.1	1	0.2	0.0
[O-]/C(=C(\C(=S)Nc1ccc(SC(F)F)cc1)[n+]1ccccc1)c1ccc(Cl)cc1Cl
→ 4	1	-6	4	11	1	0.9	0.2	84*	-0.5	3.1
COc1ccc(N2CCN(CCCNC(=O)CN3CCN(Cc4ccccc4C)C3=O)CC2)cc1
→ 1	0.8	-30	3	-6	0.9	1.1	1.2	30	0.1	0.3
CC1CCCCC1NC(=O)CSc1nnc(COc2ccccc2Cl)o1 (stereo not drawn)
→ 24	1	8	-1	8	1	0.9	-1.1	-1	-0.1	4.0
CCOC(=O)C1CCCN(CCC(=O)Nc2cc(C)cc(C)c2)C1 (stereo not drawn)
→ 0	1.1	7	-9	2	1.1	1	-0.4	48	-0.3	1.5

Source: PubChem
